Screens from PubChem.
PKM2 act = PKM2 (human) enzyme activation; AID 1631; P14618; Potency, µM (doses to about 57.5 µM), inactives show top-dose activation, actives largely listed as activators; 0.34% of 260,000 active; purified PKM2, Kinase-Glo ATP luminescence, activation; response scale: 0% is enzyme alone, no compound; also: potency is read from the fitted curve at half-maximal effect; % is scaled to controls: 0 for no effect and ±100 for the full control effect; nearly all actives have a fitted effect of over 55% in size
Target sequence (P14618 whole entry, looked up): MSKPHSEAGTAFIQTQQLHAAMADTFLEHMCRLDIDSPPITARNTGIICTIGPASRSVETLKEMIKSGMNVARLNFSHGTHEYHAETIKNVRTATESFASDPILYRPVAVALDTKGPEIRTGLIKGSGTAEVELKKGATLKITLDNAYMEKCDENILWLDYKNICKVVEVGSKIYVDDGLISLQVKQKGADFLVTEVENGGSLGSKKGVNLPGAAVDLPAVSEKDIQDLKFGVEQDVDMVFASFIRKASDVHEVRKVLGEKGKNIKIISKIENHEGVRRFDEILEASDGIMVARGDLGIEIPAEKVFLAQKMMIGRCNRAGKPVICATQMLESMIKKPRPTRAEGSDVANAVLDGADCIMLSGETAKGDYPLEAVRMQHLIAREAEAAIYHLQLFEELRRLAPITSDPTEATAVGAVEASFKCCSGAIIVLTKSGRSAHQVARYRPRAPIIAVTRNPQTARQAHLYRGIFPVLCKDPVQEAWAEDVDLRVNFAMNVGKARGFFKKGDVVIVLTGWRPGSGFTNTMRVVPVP
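Purified hPK-M2 (>95%) run at intermediate activity with 0.1 mM ADP and 0.5 mM PEP in 50 mM imidazole pH 7.2, KCl, MgCl2; 1 h room temperature. ATP formed read by Kinase-Glo luminescence; normalized to uninhibited and no-enzyme controls.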
BCR signal inh = inhibitors of chronic active B-cell receptor signaling. ABC-DLBCL IkBa-CBG/CBR reporter, luminescence ratio, 4 h. Potency, µM (titrated, usually from 46.1 µM), for inactives: top-dose ratio change, negative = lower green/red ratio, actives largely listed as inhibitors. 0.05% of 340,000 active; active = well fitted inhibition curve with a large enough effect in the signal ratio, with a control signal flat, not every such curve was filed as active; inconclusive = small, poorly fitted or top-dose-only effect, or effect the other way, or a change in a side signal; the % refers to the signal ratio;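 also: potency is read from the fitted curve at half-maximal effect; plate controls were basal doxycycline-induced cells for no effect and cells given 10 µM MG132 for full effect; MG132 reads +100%, hits lower the ratio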
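TMD8 ABC-DLBCL cells carrying doxycycline-inducible green luciferase fused to IkappaBalpha plus unfused red luciferase were exposed to compounds (up to 46 uM) for 4 hrs at 37C. Activity came from the overlap-corrected green/red luminescence ratio.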
a7 integrin act = activators of alpha7 integrin expression for muscular dystrophy; alpha7betagal myoblasts, beta-gal FDG fluorescence, 48 h; Potency, µM (titrated, usually from 38.3 µM), without a hit: top-dose activation, hits mostly activators; 0.064% of 350,000 active;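 also: potency is read from the fitted curve at half-maximal effect; 100% = response of the positive control SU9516; nearly all actives have a fitted effect of over 60% in size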
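Alpha7betagal+/- myoblasts (passage 13) were plated 16-24 hr, then exposed to compounds (1:260 dilution of DMSO stock) for 48 hours at 37C. After MPER lysis, β-galactosidase reporter activity was read as FDG fluorescence (ex 480/em 540) after 30 minutes.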
Menin-MLL TR inh = menin-MLL binding inhibition, Texas Red mutant peptide; Menin + Texas Red MLL mutant peptide, fluorescence polarization; Potency, µM (titrated, usually from 61.6 µM), without a hit: at the top dose FP activity change, negative = inhibition, actives largely listed as inhibitors; 0.23% of 270,000 active; AID 1768; active = well fitted inhibition curve with a large enough effect in the polarisation, with a control signal flat, not every such curve was filed as active; inconclusive = small, poorly fitted or top-dose-only effect, or effect the other way, or a change in a side signal; inactive = no such curve, though single readings can be large or run the other way; the % refers to the polarisation; also: potency is read from the fitted curve at half-maximal effect; % of control where 0% means no effect; many of its hits are not listed in these tables
Coupling enz = inhibits coupling enzyme system, counter-screen for aldolase hits | 0.67% of 290,000 active | coupling enzyme system counterscreen, AmpLite Red fluorescence | AID 2472 | activity change, negative = inhibition, % at 58.2 µM, hits read low; in the data active = activity change below about -30%; also: % is scaled to controls: 0 for no effect and ±100 for the full control effect
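Coupling enzymes only (glyceraldehyde-3-phosphate) + compound, at 57.5 uM final, 10 min RT; add substrate/coupling/AmpLite Red mix, 20 min RT; fluorescence ex 525/em 598 nm. Actives flag coupling-system interference.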
PTAP TSG101 blk = blocks PTAP/TSG101 interaction to inhibit HIV-1 budding. Fluorescence polarization, FITC-PTAP peptide / Tsg101 binding. Potency, µM (titrated, usually from 115 µM), inactives show at the highest dose activity change, negative = inhibition, usual class: inhibitors. 340,000 tested, under 10 active. AID 493005; active = well fitted inhibition curve with a large enough effect in the main read-out, with a control signal flat, not every such curve was filed as active; inconclusive = small, poorly fitted or top-dose-only effect, or effect the other way, or a change in a side signal; inactive = no such curve, though single readings can be large or run the other way; also: potency is read from the fitted curve at half-maximal effect; % of control where 0% means no effect
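Tsg101 binding domain (10 uM final) was mixed with compound and a FITC-labeled PTAP peptide (50 nM final) in HEPES pH 7.5 buffer with NaCl, Tween 20, EDTA and TCEP; fluorescence polarization was read after 20 min at r.t.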
B2AR arrestin = agonists driving beta-arrestin recruitment to human beta2-adrenergic receptor. beta-arrestin recruitment to beta2AR, cell-based reporter. 0.02% of 330,000 active. AID 492947. Potency, µM (series often up to 46.1 µM), for the others: at the highest dose activation, actives largely listed as activators. P07550;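 also: potency is read from the fitted curve at half-maximal effect; 0% = DMSO controls and full agonism = EC100 isoproterenol or metaproterenol; nearly all actives have a fitted effect of over 65% in size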
Target sequence (P07550 whole entry, looked up): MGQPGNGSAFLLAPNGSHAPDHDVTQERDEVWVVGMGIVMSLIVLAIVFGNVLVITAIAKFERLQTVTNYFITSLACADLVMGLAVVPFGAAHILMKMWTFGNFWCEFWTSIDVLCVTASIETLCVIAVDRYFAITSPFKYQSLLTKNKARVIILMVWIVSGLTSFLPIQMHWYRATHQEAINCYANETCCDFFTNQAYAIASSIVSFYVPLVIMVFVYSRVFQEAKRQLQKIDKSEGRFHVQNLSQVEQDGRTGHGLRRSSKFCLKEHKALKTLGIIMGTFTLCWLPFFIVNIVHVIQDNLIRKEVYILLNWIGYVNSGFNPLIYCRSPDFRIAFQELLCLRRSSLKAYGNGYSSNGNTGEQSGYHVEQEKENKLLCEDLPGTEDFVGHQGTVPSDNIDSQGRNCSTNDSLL
GALK inh = blocks human galactokinase activity; AID 1868; P51570; Purified GALK, Kinase-Glo residual ATP luminescence; 0.007% of 270,000 active; Potency, µM (highest dose often 57.5 µM), without a hit: top-dose activity change, negative = inhibition, usual class: inhibitors; also: potency is read from the fitted curve at half-maximal effect; % is scaled to controls: 0 for no effect and ±100 for the full control effect
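Galactose (100 uM) and ATP (35 uM) were turned over by 5 nM GALK for 1 h at RT. Kinase-Glo Plus then converted the remaining ATP into a luminescent signal.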
Tb PFK inh = inhibitors of T. brucei phosphofructokinase | Potency, µM (top dose mostly 57.5 µM), without a hit: at the highest dose activity, negative = inhibition, usual class: inhibitors | 0.17% of 330,000 active | T. brucei PFK, ADP-Glo luminescence | O15648;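 also: potency is read from the fitted curve at half-maximal effect; 0% = uninhibited 1x PFK enzyme wells and -100% = no-enzyme wells; nearly all actives have a fitted effect of over 60% in size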
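Activity is normalized to no-enzyme wells (full inhibition) and 1.25 nM enzyme wells (no inhibition). Reaction: 0.5 mM F6P, 0.1 mM ATP, 45 min RT, ADP-Glo luminescence; concentration-response curves fitted and classed by quality.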
ASM inhibitor = human S-ASM enzyme inhibition | AID 504937 | Potency, µM (top dose mostly 57.5 µM), without a hit: at the top dose activity change, negative = inhibition, usual class: inhibitors | P17405 | 0.006% of 340,000 active | placental ASM, HMU-PC fluorogenic substrate, 60 min; also: potency is read from the fitted curve at half-maximal effect
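qHTS format. ASM enzyme prepared from human placenta hydrolyses the fluorogenic substrate HMU-PC0 (9 uM final) over 60 min at 37 °C after a 10 min compound preincubation.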
Giardia killer = kills Giardia lamblia. Giardia lamblia trophozoite viability. activity change, % at 7.66 µM, hits read low. 0.15% of 340,000 active; in the data active = activity change below about -80%; inconclusive = between about -30% and that limit;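 also: parasites exposed to compound for two days anaerobically before the ATP read; % is scaled to controls: 0 for no effect and ±100 for the full control effect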
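Anaerobic 48 hrs incubation at 37 deg C of 100 trophozoites/well with test compounds; ATPLite 1-Step luminescence, 15-30 min RT, reports cellular ATP as viability.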
The depositor's hits bear a star; u = inconclusive; x = not tested or not shown; [ ] = remark or other dose. Unless noted, calls follow the shape of the dose curve; as a rule, active = well fitted curve in the direction sought with a large enough effect; inconclusive = small, poorly fitted or top-dose-only effect, or another doubt; inactive = no such curve, though single readings can be large; an effect the other way counts as inactive or inconclusive. Only part of the results is shown (hit frequency here may not be typical).

SMILES	PKM2 act	BCR signal inh	a7 integrin act	Menin-MLL TR inh	Coupling enz	PTAP TSG101 blk	B2AR arrestin	GALK inh	Tb PFK inh	ASM inhibitor	Giardia killer
CC(=O)c1ccc(NC(=O)C(C)N(C)CC(=O)Nc2ccccc2Cl)cc1 (stereo not given)	2%	u	5%	4%	1	-6%	-0.3%	-1%	1%	-1%	7
C/C(CC(=O)Nc1ccc(OCc2ccccc2)cc1)=N\NC(=O)C(=O)Nc1ccccc1C	-13%	u	0%	x	-1	2%	-0.5%	7%	1%	-1%	-1
O=C(NCCN1CCOCC1)c1ccc(Cl)c(S(=O)(=O)N2CCCC2)c1	3%	1%	u	13%	2	-2%	0.2%	5%	-11%	5%	-4
COc1ccccc1/C=C/C=N/NC(=O)c1cnccn1	-2%	u	0%	-7%	-1	-4%	-1.1%	5%	3%	0%	2
CCOc1ccc(CO[C@@H]2O[C@H](CO)[C@@H](O)[C@H](O)[C@H]2NC(C)=O)cc1OC	x	u	u	2%	3	-3%	-0.3%	4%	-3%	-1%	-11
CC(C)C[C@H](NC(=O)c1nc[nH]c1C(=O)N[C@@H](CCCCNC(=O)OC(C)(C)C)C(=O)OC(C)(C)C)C(=O)OC(C)(C)C	-12%	0%	-35%	x	-14	-2%	-0.5%	3%	-2%	-8%	-7
CC(C)C(=O)N=C1SC2CS(=O)(=O)CC2N1Cc1ccccc1 (stereo not given)	-5%	-1%	9%	8%	-5	0%	0.1%	4%	0%	4%	2
Cc1cc(C)c(NC(=O)COC(=O)C2CCC(=O)N2)c(C)c1 (stereo not given)	4%	-1%	-20%	-2%	-2	-1%	-1.2%	-1%	0%	2%	-7
O=C(NCCCn1ccnc1)c1ccccc1Cl	x	0%	7%	3%	0	1%	-0.2%	0%	0%	-3%	-4
N#Cc1ccc(NC(=O)COC(=O)CCNS(=O)(=O)c2ccccc2)cc1	-6%	0%	11%	-12%	2	-6%	-0.9%	0%	-1%	6%	1
COC(=O)C1=C(C)N(C2CCCCC2)C(=O)/C1=C\c1cccs1	2%	5%	12%	17%	1	-6%	0.2%	-1%	-9%	-15%	1
CC(O)c1cccc(NC(=O)Cc2cccc3ccccc23)c1 (stereo not given)	-1%	1%	x	3%	3	x	0.0%	3%	0%	x	x
CCC(CC)C(=O)NCc1ccccc1OC	-2%	0%	2%	3%	0	2%	0.3%	0%	-5%	8%	7
Cc1ccc(N(CC(=O)NCc2ccc3c(c2)OCO3)C(=O)c2csnn2)cc1	3%	1%	3%	-11%	0	-1%	-1.1%	1%	1%	2%	12
Cc1cccc(-n2ncc3c(NC4CCCCC4)ncnc32)c1	12%	u	-19%	27%	-9	-1%	-1.1%	0%	3%	-2%	-11
CCc1ccc(Nc2nnc(SCn3nnc4ccccc4c3=O)s2)cc1	-9%	-11%	-1%	-11%	-2	-2%	0.3%	2%	-6%	-4%	-23
O=C(CN1CCCCC1)N=Nc1c(O)[nH]c2ccccc12	-3%	0%	-9%	0%	0	-2%	-0.9%	1%	1%	-2%	6
C#CCOCCOCCOCCNc1nc(N2CCN(C(=O)[C@H](CCCCN)n3cc([C@@H](N)CO)nn3)CC2)nc(N2CCN(C(=O)[C@H](CCCCN)n3cc([C@@H](N)CC(C)C)nn3)CC2)n1	x	2%	1%	x	x	-3%	0.0%	x	0%	3%	-2
Cc1cnc(C(=O)Nc2nnc(C(C)C)s2)cn1	-7%	u	10%	1%	1	-12%	-0.1%	0%	0%	1%	-10
CCSc1nc(-c2ccc(OC)cc2)n(-c2nc3ccccc3s2)n1	0%	3%	1%	29%	-4	-7%	0.3%	-5%	7%	-6%	-17
CC(=O)c1ccc(NC(=O)CN2C(=O)NC3(CCCc4ccccc43)C2=O)cc1 (stereo not given)	x	0%	u	x	x	1%	-0.2%	x	0%	-1%	-3
CCOC(=O)Nc1ccc(S(=O)(=O)N2CCC(C)CC2)cc1	-4%	0%	11%	16%	0	0%	0.1%	-2%	-4%	3%	-2
Cc1cc2oc(C(=O)Nc3ccc(S(=O)(=O)Nc4ncccn4)cc3)c(C)c2cc1Cl	x	7%	0%	x	x	-1%	0.1%	4%	3%	0%	5
CSc1ccc(-c2nc(CSCC(=O)N3CCOCC3)c(C)o2)cc1	-2%	11%	-27%	5%	-3	-6%	0.5%	1%	0%	1%	-5
Brc1ccc2c(c1)CNc1c(ncnc1N1CCOCC1)O2	-2%	u	18%	-1%	-3	-12%	0.0%	7%	3%	1%	4
O=Cc1ccc2noc(-c3ccc(F)cc3)c2c1	2%	u	29%	x	1	u	0.0%	0%	-3%	90%[activator]	14
Cc1nc(SC(C)C(=O)NC2CCCC2)c2ccccc2n1 (stereo not given)	x	u	-8%	x	x	0%	-0.1%	x	-8%	0%	-1
O=C(Nc1ccccn1)c1ccc(Cl)c([N+](=O)[O-])c1	-25%	13%	-48%[inhibitor]	16%	0	1%	-1.0%	3%	u	2%	-6
COc1cc(/C=N/NC(=O)c2cncc(Br)c2)ccc1OC(=O)c1ccc2c(c1)OCO2	4%	u	x	-22%	x	x	-0.3%	-1%	1%	x	x
COc1cccc(OCC(=O)NCC2CCCO2)c1 (stereo not given)	x	0%	3%	x	x	-1%	0.4%	x	0%	4%	11
COCCn1c(SCC(=O)N2CCOCC2)nnc1-c1ccncc1	x	-1%	-6%	-3%	1	-3%	0.0%	0%	0%	0%	0
Cc1cccc(Cn2nnc3c2C(=O)c2ccccc2C3=O)c1	5%	2%	-70%[inhibitor]	-2%	3	-5%	-0.3%	0%	-2%	-23%	u
Cc1ccc(N2CC(C(=O)Nc3ccc(S(=O)(=O)NCC4CCCO4)cc3)CC2=O)cc1C (stereo not given)	x	2%	-19%	11%	0	-3%	0.0%	1%	0%	-2%	-2
Cc1ccsc1/C=N/N1CCOCC1	-44%	u	8%	-4%	0	-4%	0.3%	1%	-1%	1%	-3
COc1cccc(-n2nnc3c(=O)n(Cc4ccccc4Cl)cnc32)c1	-3%	0%	8%	9%	1	-4%	-0.8%	-1%	2%	-4%	-4
O=C(c1cc(Cl)nc2ccccc12)N1CCCCC1	4%	7%	19%	-2%	4	-7%	0.3%	0%	1%	7%	5
NC(=O)CSc1oc(-c2ccco2)nc1S(=O)(=O)c1ccccc1	9%	1%	-27%	-19%	4	-1%	-0.3%	3%	-5%	-1%	21
COc1ccc(CNC(=O)CSCc2cccc(Cl)c2)cc1	2%	3%	16%	-27%	-11	-3%	0.1%	4%	-3%	3%	2
Cc1sc2nc(C3CC3)nc(SCC(=O)N3c4ccccc4CC3C)c2c1C (stereo not given)	3%	1%	-10%	-4%	4	-1%	-0.6%	-4%	3%	-10%	25
COc1ccc(NC(=O)c2ccccc2Sc2ccc(NC(C)=O)nc2)cc1	-5%	u	-20%	6%	1	-2%	0.3%	-2%	-1%	-1%	-4
N#Cc1cnc(SCC(=O)N2CCCC2)nc1N	-1%	0%	9%	-7%	0	-7%	0.3%	-1%	1%	1%	1
O=C(COC(=O)c1cc2ccccc2cc1O)Nc1ccccc1F	x	u	-2%	x	x	0%	-1.1%	x	-9%	11%	-23
O=C(NCC1(c2ccccc2)CCOCC1)c1cccs1	-2%	2%	1%	0%	0	-6%	-0.5%	0%	-1%	1%	-17
Cc1sc2ncn(CC(=O)NCCCN3CC(C)CC(C)C3)c(=O)c2c1S(=O)(=O)N1CC(C)CC(C)C1 (stereo not given)	4%	-2%	11%	-25%	9	-6%	0.4%	-1%	-1%	3%	-1
O=C(/C=C/c1ccc2c(c1)OCO2)N1CCCCC1	-8%	-18%	-17%	-13%	2	-4%	0.5%	1%	-5%	3%	-2
Cc1ccc(Cn2cccc2/C=C2/C(=N)N3C=CSC3=NC2=O)cc1	2%	-6%	2%	5%	2	-1%	-1.3%	1%	1%	0%	8
CCCCN1CCN=C1N(C)C	x	0%	5%	x	x	-2%	0.2%	x	3%	0%	-5
O=C(O)c1c(N2CCCCC2)ccc([N+](=O)[O-])c1N1CCCCC1	-31%	7%	0%	x	4	3%	0.0%	x	7%	-2%	17
O=C(O)CN(c1ccccc1)C1SC(=O)NC1=O (stereo not given)	-2%	x	-16%	17%	4	-2%	x	3%	x	-1%	-2
CC(C)N1C(=O)C2C(C(=O)NC3CCCCC3)C3C=CC2(O3)C1C(=O)NC1CCCC1 (stereo not given)	2%	u	1%	2%	-2	-7%	-0.3%	-4%	10%	3%	-5
